Source: PubChem (several laboratories)
HSP90 inh: inhibitors of HSP90 luciferase refolding in rabbit reticulocyte lysate; luciferase refolding luminescence, 3 h; inhibition, % at 5.6 µM; hit rate 0.91% among 290,000; AID 1789;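 active = inhibition above the screen-wide mean plus 3 SD, computed separately per campaign, cut at about 16% in these data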;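 note: 0% = DMSO wells and 100% = 60 µM geldanamycin wells; inhibitors lower the luminescence because luciferase stays unfolded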
Dyrk1A ADPGlo: inhibitors of rat Dyrk1A kinase | inhibition, % at 12.5 µM | Q63470 | hit rate 0.43% among 310,000 | ADP-Glo luminescence, NFATc1 peptide; in the data active = inhibition above about 50%;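 note: plate controls were vehicle with enzyme for no effect and no enzyme for full effect; many of its hits are not listed in these tables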
GSK3 alpha inh: human GSK-3 alpha kinase inhibition; inhibition, % at 10 µM; hit rate 0.1% among 320,000; ADP-Glo luminescence, 60 min; AID 2650; P49840;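 in the data active = inhibition above about 50%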;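 note: GST-tagged GSK-3 alpha with peptide substrate and 25 µM ATP; 0% = DMSO neutral wells and 100% = GW8510 positive control wells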
Target sequence (P49840 whole entry, looked up): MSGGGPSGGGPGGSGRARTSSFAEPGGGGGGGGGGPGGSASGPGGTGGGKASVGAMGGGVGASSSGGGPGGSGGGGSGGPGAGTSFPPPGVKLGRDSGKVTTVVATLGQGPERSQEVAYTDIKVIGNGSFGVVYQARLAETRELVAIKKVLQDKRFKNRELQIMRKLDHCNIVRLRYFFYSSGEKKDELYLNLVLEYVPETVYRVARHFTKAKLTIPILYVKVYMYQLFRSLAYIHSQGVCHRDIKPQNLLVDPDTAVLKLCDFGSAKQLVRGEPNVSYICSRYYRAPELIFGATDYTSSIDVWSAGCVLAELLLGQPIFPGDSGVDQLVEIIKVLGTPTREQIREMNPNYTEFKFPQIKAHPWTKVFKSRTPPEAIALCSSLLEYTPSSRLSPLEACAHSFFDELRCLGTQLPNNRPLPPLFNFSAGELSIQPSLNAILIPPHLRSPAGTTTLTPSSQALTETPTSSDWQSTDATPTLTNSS
KLF5 inh: kruppel-like factor 5 inhibition | DLD-1 KLF5 promoter-luciferase reporter, luminescence | inhibition, % at 5 µM | hit rate 0.23% among 290,000 | AID 1700;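 active = inhibition above a per-plate limit of that plate's mean compound inhibition plus 3 SD, cut at about 60% in these data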;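 note: 0% = DMSO wells and 100% = LY294002 at 200 µM; higher means less KLF5 promoter-driven luciferase light; inactives centre near -14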
Platelet DG rel: platelet dense granule release activity; human platelet-rich plasma, SFLLRN dense granule ATP release, luminescence; AID 1663; inhibition, %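 (compounds screened at 7.5 µM in platelet-rich plasma)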; hit rate 0.22% among 300,000;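 active = mean replicate score, as percent of positive control, at or above 50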
aSyn 5UTR inh: MLPCN primary screen, SNCA 5' untranslated region; alpha-synuclein 5'UTR reporter, inhibitor activity; AID 1813; hit rate 0.82% among 300,000; inhibition, % (tested at 7.5 µM); in the data active = inhibition above about 60%;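 note: H4 neuroglioblastoma cells stably carrying SNCA 5'UTR luciferase fusion; 0% = DMSO wells and 100% = positive control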
GSK3B inh: human GSK3beta kinase inhibition | GST-GSK3beta kinase, ADP-Glo luminescence, 60 min; stronger effect = lower value | activity score (negative = inhibition), % at 10 µM | hit rate 0.038% among 300,000 | AID 2097;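 active = more than half of replicate wells score below -50%, meaning over 50% inhibition versus plate controls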;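 note: 0% = median DMSO wells and -100% = median GW8510 positive control wells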
Target sequence (P49841 whole entry, looked up): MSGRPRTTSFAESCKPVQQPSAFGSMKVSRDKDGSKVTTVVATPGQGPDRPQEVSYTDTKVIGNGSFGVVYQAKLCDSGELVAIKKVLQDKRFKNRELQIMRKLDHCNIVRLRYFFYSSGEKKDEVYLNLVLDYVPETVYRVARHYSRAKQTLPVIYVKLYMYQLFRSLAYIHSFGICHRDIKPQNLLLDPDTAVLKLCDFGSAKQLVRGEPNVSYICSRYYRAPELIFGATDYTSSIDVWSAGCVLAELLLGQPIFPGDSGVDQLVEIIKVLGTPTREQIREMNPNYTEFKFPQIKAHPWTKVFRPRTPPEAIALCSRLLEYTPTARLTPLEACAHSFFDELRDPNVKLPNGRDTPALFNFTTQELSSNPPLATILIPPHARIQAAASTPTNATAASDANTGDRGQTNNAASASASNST
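Assay system: GST-fused GSK3beta enzyme, cell-free / Medium: Tris pH 7.5 buffer with MgCl2, DTT, BSA, heparin / Also added: peptide substrate plus 25 µM ATP (final) / Compound: 10 µM single point / Timing: kinase reaction with compound 60 min at room temperature / Detection: ADP-Glo luminescence / Benchmarks: DMSO neutral wells and GW8510 at 20 µM as positive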
IEC-6 tox: counter-screen for KLF5 inhibitors: cytotoxicity in IEC-6 cells | hit rate 0.78% among 290,000 | inhibition, % at 5 µM | AID 1825 | IEC-6 cytotoxicity, luminescence viability; in the data active = inhibition above about 22%;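 note: 0% = plate median of test compound wells and 100% = cytotoxic reference compound wells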
HSF1 inhib: HSF1 inhibition. AID 2098. NIH3T3-HGL HSE-luciferase, MG132-induced, luminescence 8 h; stronger effect = lower value. activity change, negative = inhibition, % at 7.5 µM (by protocol). hit rate 0.77% among 300,000;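 active = more than half of replicate wells show activity change below -50%, luminescence cut by over half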;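 note: luciferase reports HSF-1 transcriptional activity via heat shock element; 0% = median of DMSO wells and -100% = zero luminescence signal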
HSF1 activator: increases HSF-1 driven luciferase reporter signal. NIH3T3-HGL HSF-1 luciferase reporter, MG132, 8 h; 100% = twice DMSO control signal. activation, % at 9 µM. hit rate 1.7% among 300,000;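 active = mean replicate activation of at least 50% with a set share of replicates each reaching 50%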;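 note: 0% = median of the neutral control wells and 100% = twice that signal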
An asterisk follows results filed as active.

Cc1ccnc(NC(=O)CCN2C(=O)c3ccccc3S2(=O)=O)n1 was read as Dyrk1A ADPGlo -3, Platelet DG rel 5, aSyn 5UTR inh 5, GSK3B inh 2, HSF1 inhib 3 and HSF1 activator 32.
For CC(C)(C)NC(=O)/C(=C/c1cccnc1)NC(=O)c1ccco1 the results were HSP90 inh 3, GSK3 alpha inh -4, KLF5 inh -10, Platelet DG rel 16, aSyn 5UTR inh 5, GSK3B inh -1, IEC-6 tox 2, HSF1 inhib 2 and HSF1 activator 2.
`COc1ccc(CN2C(=O)C(O)(CC(=O)c3ccc4c(c3)OCO4)c3ccccc32)cc1OC` (stereo unspecified) gave HSP90 inh 6, Dyrk1A ADPGlo -7, GSK3 alpha inh 1, KLF5 inh -16, Platelet DG rel -2, aSyn 5UTR inh 33, GSK3B inh 21, IEC-6 tox -1, HSF1 inhib 2 and HSF1 activator 7.
Screening O=C(O)CCSc1nc2ccccc2n1CCOc1ccccc1 returned HSP90 inh 0, Dyrk1A ADPGlo 2, GSK3 alpha inh -4, KLF5 inh -2, Platelet DG rel 2, aSyn 5UTR inh 33, GSK3B inh -1, IEC-6 tox 6, HSF1 inhib 0 and HSF1 activator -1.
CCOC(=O)c1oc2ccc(S(=O)(=O)n3nc(-c4ccc(C)cc4)cc3N)cc2c1C was read as HSP90 inh -3, Dyrk1A ADPGlo -4, GSK3 alpha inh -2, KLF5 inh -18, Platelet DG rel 4, aSyn 5UTR inh 33, GSK3B inh -2, IEC-6 tox 0, HSF1 inhib 11 and HSF1 activator 24.
For Cc1ccc(OCC(=O)Nc2ccc3c(c2)OCO3)cc1C the results were HSP90 inh 0, Dyrk1A ADPGlo 1, GSK3 alpha inh -3, KLF5 inh -44, Platelet DG rel -5, aSyn 5UTR inh -41, GSK3B inh 1, IEC-6 tox -4, HSF1 inhib -5 and HSF1 activator 5.
Screening COc1ccc(CNC(=O)c2ccc(NC(=O)CC3SC(N4CCCC4)=NC3=O)cc2)cc1 (stereo unspecified) returned HSP90 inh -3, Dyrk1A ADPGlo -4, GSK3 alpha inh 0, KLF5 inh -8, Platelet DG rel 2, aSyn 5UTR inh 4, GSK3B inh -2, IEC-6 tox -12, HSF1 inhib 2 and HSF1 activator -4.
`O=C(Nc1ccccc1C(=O)OCC(=O)N1CCc2ccccc2C1)c1ccco1` gave HSP90 inh 0, Dyrk1A ADPGlo -4, GSK3 alpha inh 3, KLF5 inh -13, Platelet DG rel -2, aSyn 5UTR inh -30, GSK3B inh -1, IEC-6 tox -3, HSF1 inhib 6 and HSF1 activator 15.
Cc1c(N/C(=N/S(=O)(=O)c2ccccc2)c2ccc(Cl)cc2)c(=O)n(-c2ccccc2)n1C was read as HSP90 inh -3, Dyrk1A ADPGlo -3, KLF5 inh -7, Platelet DG rel -15, aSyn 5UTR inh 7, GSK3B inh -1, IEC-6 tox -6, HSF1 inhib 8 and HSF1 activator 5.
Screening CCOCCCNC(=O)c1[nH]c(C)c(C(C)=O)c1C returned HSP90 inh 0, Dyrk1A ADPGlo 5, GSK3 alpha inh -2, KLF5 inh -8, Platelet DG rel 2, aSyn 5UTR inh -8, GSK3B inh 1, IEC-6 tox -4, HSF1 inhib 4 and HSF1 activator 1.
Screening COC(=O)c1ccc(CSc2nc(-c3ccccc3)cs2)o1 returned HSP90 inh -5, Dyrk1A ADPGlo -4, GSK3 alpha inh -3, KLF5 inh -30, Platelet DG rel -27, aSyn 5UTR inh -18, GSK3B inh -2, IEC-6 tox -2, HSF1 inhib 10 and HSF1 activator 10.
Screening O=C(CN1C(=O)C2C3C=CC(C3)C2C1=O)Nc1ccc(C(=O)O)cc1 (stereo unspecified) returned HSP90 inh -3, Dyrk1A ADPGlo -1, GSK3 alpha inh -1, KLF5 inh -15, Platelet DG rel -4, aSyn 5UTR inh -10, GSK3B inh 0, IEC-6 tox -3, HSF1 inhib -3 and HSF1 activator -14.
O=[N+]([O-])c1cc(CN(CCO)CCO)ccc1O was read as HSP90 inh 0, Dyrk1A ADPGlo 5, GSK3 alpha inh 0, KLF5 inh -17, Platelet DG rel -1, aSyn 5UTR inh 1, GSK3B inh -1 and IEC-6 tox 2.
Screening Cn1c(/C(C#N)=C(\O)COc2ccc3ccccc3c2)nc2ccccc21 returned HSP90 inh -3, Dyrk1A ADPGlo 0, GSK3 alpha inh -1, KLF5 inh -4, Platelet DG rel -3, aSyn 5UTR inh -2, GSK3B inh 0, IEC-6 tox -2, HSF1 inhib -3 and HSF1 activator -13.
CCOc1ccc(S(=O)(=O)N/N=C(\C)c2ccc3c(c2)OCO3)cc1 was read as HSP90 inh -8, Dyrk1A ADPGlo 6, GSK3 alpha inh -4, KLF5 inh -19, Platelet DG rel -1, aSyn 5UTR inh 4, GSK3B inh 1, IEC-6 tox -9, HSF1 inhib 1 and HSF1 activator -2.
O=C(/C=C\c1ccccc1)Nc1nccs1 was read as HSP90 inh 4, Dyrk1A ADPGlo -3, GSK3 alpha inh 0, KLF5 inh -171, Platelet DG rel 15, aSyn 5UTR inh 7, GSK3B inh 0, IEC-6 tox -1, HSF1 inhib -1 and HSF1 activator 25.
Screening Cc1c(Br)c(C(F)(F)F)nn1CC(=O)NCCN1CCOCC1 returned HSP90 inh -3, Dyrk1A ADPGlo 3, GSK3 alpha inh -2, KLF5 inh -8, Platelet DG rel 0, aSyn 5UTR inh -4, GSK3B inh 3, IEC-6 tox -1, HSF1 inhib -14 and HSF1 activator -7.
For Cc1cc([N+](=O)[O-])nn1CCCC(=O)NC1CCCCC1 the results were HSP90 inh -2, Dyrk1A ADPGlo -3, GSK3 alpha inh -2, KLF5 inh -6, Platelet DG rel 6, aSyn 5UTR inh 15, GSK3B inh 2, IEC-6 tox -3, HSF1 inhib -1 and HSF1 activator -1.
O=C(Cn1cc(C(=S)N2CCOCC2)c2ccccc21)N1CCOCC1 was read as HSP90 inh -3, Dyrk1A ADPGlo -4, GSK3 alpha inh 1, KLF5 inh -15, Platelet DG rel -12, aSyn 5UTR inh 12, GSK3B inh 1, IEC-6 tox 1, HSF1 inhib 2 and HSF1 activator 6.
`Cc1ccc(S(=O)(=O)NCC(=O)OCc2csc(-c3ccccc3)n2)cc1` gave HSP90 inh -4, Dyrk1A ADPGlo 1, GSK3 alpha inh 4, KLF5 inh -19, Platelet DG rel 0, aSyn 5UTR inh -44, GSK3B inh -1, IEC-6 tox -6, HSF1 inhib 13 and HSF1 activator 10.
Screening CCOC(=O)c1sc2nccc(N(C)C)c2c1N=CNOCc1c(F)cccc1Cl returned HSP90 inh 2, Dyrk1A ADPGlo 3, GSK3 alpha inh -2, KLF5 inh -21, Platelet DG rel -7, aSyn 5UTR inh -12, GSK3B inh -2, IEC-6 tox -2, HSF1 inhib 17 and HSF1 activator 19.
`CCOC(=O)C1CCN(S(=O)(=O)c2ccc(C(C)(C)C)cc2)CC1` gave HSP90 inh 0, Dyrk1A ADPGlo -1, GSK3 alpha inh 0, KLF5 inh -12, Platelet DG rel 8, aSyn 5UTR inh 35, GSK3B inh 0, IEC-6 tox -2, HSF1 inhib 1 and HSF1 activator 8.
C/C(=N\Nc1cc(C)nc(-c2ccccc2O)n1)c1ccccc1O was read as HSP90 inh -1, Dyrk1A ADPGlo -2, GSK3 alpha inh 2, KLF5 inh -19, Platelet DG rel 8, aSyn 5UTR inh -38, GSK3B inh -7, IEC-6 tox 1, HSF1 inhib -29 and HSF1 activator -33.
For N#Cc1ccccc1NS(=O)(=O)c1cc2c3c(c1)CCC(=O)N3CCC2 the results were Dyrk1A ADPGlo -13, GSK3 alpha inh 1, Platelet DG rel 3, aSyn 5UTR inh 11, GSK3B inh 2, HSF1 inhib 12 and HSF1 activator 3.
`O=C(NCc1ccc(F)cc1)C1CCN(S(=O)(=O)N2CCCCC2)CC1` gave HSP90 inh -3, Dyrk1A ADPGlo -1, KLF5 inh -14, Platelet DG rel 5, aSyn 5UTR inh 33, GSK3B inh 6, IEC-6 tox -2, HSF1 inhib -9 and HSF1 activator -3.
`COc1cc(NC(=O)C(C)Oc2ccccc2)ccc1NC(=O)COc1ccccc1` (stereo unspecified) gave HSP90 inh 3, Dyrk1A ADPGlo 5, GSK3 alpha inh 0, KLF5 inh -11, Platelet DG rel -2, aSyn 5UTR inh 4, GSK3B inh 4, IEC-6 tox -1, HSF1 inhib 7 and HSF1 activator 15.
Screening Cc1ccccc1-n1c(=O)cc(NCC2CCCO2)[nH]c1=O (stereo unspecified) returned HSP90 inh -4, Dyrk1A ADPGlo 11, GSK3 alpha inh -4, KLF5 inh -33, Platelet DG rel -6, aSyn 5UTR inh 7, GSK3B inh -2, IEC-6 tox -9, HSF1 inhib -4 and HSF1 activator 3.
Screening Cc1nc2ncnn2c(N2CCCC(C(=O)Nc3ccc4c(c3)CCC4)C2)c1C (stereo unspecified) returned HSP90 inh 3, Dyrk1A ADPGlo 3, GSK3 alpha inh 0, KLF5 inh -30, Platelet DG rel -8, aSyn 5UTR inh 12, GSK3B inh 0, IEC-6 tox 3, HSF1 inhib -2 and HSF1 activator -4.
Screening Cc1ccc(CNC(=O)CN(C2CCCCC2)S(C)(=O)=O)cc1 returned HSP90 inh -2, Dyrk1A ADPGlo -7, GSK3 alpha inh 0, KLF5 inh -10, Platelet DG rel 7, aSyn 5UTR inh 10, GSK3B inh 3, IEC-6 tox -6, HSF1 inhib -3 and HSF1 activator 4.
Screening CC(=O)Nc1ccc(S(=O)(=O)N(C)CC(=O)N/N=C/c2cccc(O)c2)cc1 returned HSP90 inh -1, Dyrk1A ADPGlo 0, GSK3 alpha inh -1, KLF5 inh 4, Platelet DG rel 4, aSyn 5UTR inh -25, GSK3B inh 0, IEC-6 tox 4, HSF1 inhib 5 and HSF1 activator 9.
For CCOC(=O)NCc1ccc2[nH]c(C)cc2c1 the results were HSP90 inh 1, Dyrk1A ADPGlo 3, GSK3 alpha inh 0, KLF5 inh -3, Platelet DG rel -5, aSyn 5UTR inh -13, GSK3B inh 0, IEC-6 tox 3, HSF1 inhib -7 and HSF1 activator -11.
CC(O)[C@H]1CNCCN1CCc1cc(C(F)(F)F)cc(C(F)(F)F)c1 (stereo partly specified) was read as Dyrk1A ADPGlo -1, GSK3 alpha inh 2, Platelet DG rel 3, aSyn 5UTR inh -24, GSK3B inh -4, HSF1 inhib 7 and HSF1 activator -3.
`Nc1ncc([N+](=O)[O-])c(N2CCCCCC2)n1` gave HSP90 inh -2, Dyrk1A ADPGlo 33, GSK3 alpha inh 35, KLF5 inh 3, Platelet DG rel 3, aSyn 5UTR inh 22, GSK3B inh -30, IEC-6 tox -8, HSF1 inhib -24 and HSF1 activator -28.
For CCN1CCN(S(=O)(=O)c2ccc(C)c([N+](=O)[O-])c2)CC1 the results were HSP90 inh 0, Dyrk1A ADPGlo -6, GSK3 alpha inh -1, KLF5 inh -5, Platelet DG rel -14, aSyn 5UTR inh 15, GSK3B inh 6, IEC-6 tox 2, HSF1 inhib -10 and HSF1 activator 5.

These rows are one share of the data; the hit share may differ from the screen's.
